Pf growth 96h = P. falciparum growth inhibition at 96 hours | Potency, µM (titrated, usually from 28.7 µM), for the others: at the top dose activity change, negative = inhibition, hits mostly inhibitors | P. falciparum luciferase reporter growth, 96 h | 6.9% of 320,000 active; note: potency is the fitted concentration of half-maximal effect; % is set by controls: 0 for no effect and ±100 for the full control effect
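Two parasite generations (96 h, 37 C, 5% CO2) of compound exposure in infected erythrocytes (0.05% parasitemia, 2% hematocrit). Luciferase-reporter P. falciparum; decreased luminescence indicates inhibited growth, aimed at apicoplast-acting delayed death.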
Pf growth 48h = P. falciparum growth inhibition at 48 hours (one generation); P. falciparum luciferase growth in erythrocytes, 48 h; Potency, µM (doses to about 28.7 µM), for inactives: top-dose activity change, negative = inhibition, most hits filed as inhibitors; 5.9% of 310,000 active; note: potency is the fitted concentration of half-maximal effect; % is set by controls: 0 for no effect and ±100 for the full control effect
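Erythrocytes infected with P. falciparum carrying an integrated firefly luciferase reporter (2% hematocrit, 0.1% parasitemia final) were exposed to compounds in RPMI 1640 with 0.5% Albumax at 37 C, 5% CO2. Growth inhibition was scored as reduced luminescence.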
Cycloheximide cs = counter-screen hit for Shiga toxin inhibitors, cycloheximide | max response, % | AID 2314 | cell reporter, cycloheximide protein synthesis inhibition counterscreen | 12% of 300,000 active; in the data active = max response mostly above about 13%, no sharp cut-off; inactive = mostly below about 14%; note: read at 38.3 µM for the half of the compounds with a filed dose; 0% is about no effect
Giardia FBPA inh = Giardia lamblia aldolase inhibition. 0.71% of 290,000 active. purified Giardia FBPA. Potency, µM (highest dose often 59.6 µM), for the others: at the highest dose activity, negative = inhibition, usual class: inhibitors; note: potency is the fitted concentration of half-maximal effect; % is set by controls: 0 for no effect and ±100 for the full control effect; nearly all actives have a fitted effect of over 55% in size
Target sequence (A8B2U2 whole entry, looked up): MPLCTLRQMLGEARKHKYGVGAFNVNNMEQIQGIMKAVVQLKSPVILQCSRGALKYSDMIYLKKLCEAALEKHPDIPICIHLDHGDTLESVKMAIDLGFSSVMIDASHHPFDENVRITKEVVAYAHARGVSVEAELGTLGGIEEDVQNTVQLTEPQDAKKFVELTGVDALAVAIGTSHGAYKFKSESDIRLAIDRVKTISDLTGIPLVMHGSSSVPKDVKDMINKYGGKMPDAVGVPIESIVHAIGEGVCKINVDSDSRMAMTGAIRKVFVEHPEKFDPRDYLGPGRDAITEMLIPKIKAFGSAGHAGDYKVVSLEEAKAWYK
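40 nM FBPA preincubated 10 min at RT with compound (up to 57.5 uM final), then substrate plus GAPDH/TPI/NAD/arsenate coupling and diaphorase/resazurin added. Fluorescence read after 20 min at RT, 525/598 nm.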
Sm TGR inh = S. mansoni TGR enzyme inhibition | 3% of 360,000 active | Potency, µM (top dose mostly 114 µM), without a hit: top-dose activity change, negative = inhibition, most hits filed as inhibitors | Q962Y6 | purified TGR, DTNB reduction, TNB absorbance 405 nm | AID 485364; note: potency is the fitted concentration of half-maximal effect; % is set by controls: 0 for no effect and ±100 for the full control effect; nearly all actives have a fitted effect of over 60% in size
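First, TGR (20 nM dispensed) and NADPH were mixed with compound. Second, a 15 min room-temperature incubation followed. Third, further NADPH and then DTNB were added to start the reaction. Finally, TNB absorbance was monitored kinetically.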
Shiga toxin inh = Shiga toxin inhibition; Vero cells, Shiga toxin protein synthesis inhibition reporter; inhibition, % at 38.7 µM; 9.2% of 290,000 active; AID 2315; in the data active = inhibition mostly above about 28%, no sharp cut-off; inactive = mostly below about 43%; note: 0% is about no effect
Starred values were filed as active, the others as inactive; i = inactive; ? = inconclusive; · = no result given; & = joins results of further samples; [ ] = remark or other dose. Unless noted, calls come from the whole dose curve; as a rule, active = well fitted curve in the direction sought with a large enough effect; inconclusive = small, poorly fitted or top-dose-only effect, or another doubt; inactive = no such curve, though single readings can be large; an effect the other way counts as inactive or inconclusive.

SMILES | Pf growth 96h | Pf growth 48h | Cycloheximide cs | Giardia FBPA inh | Sm TGR inh | Shiga toxin inh
O=C(CCOc1ccc(F)cc1)Nc1nccs1 | -3% | 42%[activator] | 18 | 1% | 5% | 1
CC1(C)Cc2cccc(OCC(=O)OCC(=O)Nc3ccccc3)c2O1 | 24% | 3% | · | · | -21% | ·
COc1ccc(N2CCN(C(=O)CN(c3cccc(Br)c3)S(C)(=O)=O)CC2)cc1 | -11% | -28% | -5 | -18% | 40%[activator] | -7
CCCCN1C(N)=NC[C@H]1Cc1ccc(O)cc1 | 4.7µM* | 9.3µM* | 5 | 10% | 13% | -1
CN(C)CCC(=O)NCC1OCCc2ccccc21 (configuration not stated) | -32% | · | -3 | -2% | -25% | 2
CCn1c(Nc2ccccc2Cl)nc2ccccc21 | i | ? | 16 | -17% | 9% | 33
CCOC(=O)Cc1csc(N(C)C)n1 | ? | 12% | 1 | 3% | 5% | 10
COCCCNC(=O)CC(NS(=O)(=O)c1ccc(F)cc1)c1ccc(OC)cc1 (configuration not stated) | · | 8% | -5 | 8% | 0% | -12
Cc1cccc(-n2ccnc2SCC(=O)Nc2nnc(C)s2)c1 | ? | · | -7 | -7% | 1% | -9
O=C(Nc1ccc2c(c1)OCO2)c1cccc(F)c1 | · | 118%[activator] | 34* | 3% | -21% | 75*
Cc1cc(O)c(C(=O)c2ccccc2C(=O)O)cc1C | ? | 2% | -4 | 23% | -7% | -10
O=C(Oc1cccc(NC2=NS(=O)(=O)c3ccccc32)c1)c1ccncc1 | -16% | 15% | -2 | -4% | 10% | 2
CCOCc1cnc(C)nc1NCC(=O)c1c(C)n(C)c2ccc(OC)cc12 | -6% | 7.4µM* | -2 | -20% | ? | 5
COc1ccc(/C=N/N2CCN(C)CC2)cc1OC | 14% | 15% | 2 | 2% | -3% | 3
CSc1ccccc1NC(=O)c1cc(S(=O)(=O)N(C)C)ccc1N1CCCC1 | ? | ? | -1 | · | -16% | -21
COc1cc(S(=O)(=O)N(C)Cc2ccc3c(c2)OCCO3)ccc1NC(C)=O | ? | 7% | · | · | -21% | ·
CCSc1ncc(Cl)c(C(=O)Nc2cc(C)ccc2C)n1 | ? | 2% | -1 | 3% | 23%&2% | -1
Cc1ccsc1/C=N/N1CCN(Cc2ccccc2)CC1 | 7% | 50%[activator] | 24* | -16% | -2% | 38*
O=C(O)CCCC(=O)NNc1ncnc2ccccc12 | 16% | -13% | -3 | -3% | -1% | 15
O=C(NNC(=S)Nc1ccc(F)cc1)C1[C@H]2CCCC[C@@H]12 (some centres not stated) | 70%[activator] | 20% | 22 | 2% | 4% | 20
CCOC(=O)c1ccc(N2CCN(C(=O)c3ccccc3)CC2)c(NC(=O)c2ccco2)c1 | -18% | ? | -3 | -4% | 4% | -3
CCCC(=O)N1CCN(c2ccc([N+](=O)[O-])cc2Cl)CC1 | 27% | 0% | -3 | 0% | -17% | 12
O=C(CCS(=O)(=O)c1ccccc1Cl)NCCC1=CCCCC1 | 62%[activator] | 43%[activator] | 35* | · | -27% | 61*
C=CCc1ccc(OCC(O)CN2CCN(Cc3ccc(Cl)cc3)CC2)c(OC)c1 (configuration not stated) | ? | ? | -4 | -19% | 1% | -8
O=C(NNc1nc2ccc(Cl)cc2s1)c1cc(-c2cccs2)nc2ccccc12 | 7.4µM* | ? | -4 | -7% | -12% | 0
CCN(CC)CCNC(=O)c1ccc(NC(=O)c2cc(S(=O)(=O)N3CCCCC3)ccc2C)cc1 | ? | ? | · | · | -8% | ·
COC(=O)c1cc(C)sc1NC(=O)CSc1ncccn1 | 1% | 62%[activator] | 9 | · | -21% | 19
COc1ccc(-c2cc(=O)oc3cc(OCC(=O)N(C)C)ccc23)cc1 | 10µM* | ? | -4 | -1% | 1% | -10
O=C(CSc1nnc(CNc2cccc(C(F)(F)F)c2)n1Cc1ccco1)NCc1ccco1 | -25% | -27% | -2 | 12% | -32% | 10
Cc1ccc2oc(C(=O)NCCCN3CCOCC3)c(C)c2c1 | -11% | 149%[activator] | 44* | -7% | 9% | 71*
O=C(Cc1cccs1)N(CC1CCCO1)C1(C(=O)NC2CCCCC2)CCCCC1 (configuration not stated) | 0% | ? | -2 | 3% | 0% | -6
CCOC(=O)CSc1nnc2cc(C)c3ccccc3n12 | ? | -12% | -5 | -3% | -4% | -2
COc1ccc(OCC(=O)Nc2cc(NC(=O)COc3ccc(OC)cc3)cc(C(=O)O)c2)cc1 | 25% | 10% | -1 | 7% | -6% | ·
CCC(C)(C)C1CCc2[nH]nc(C(=O)N/N=C(\C)c3ccco3)c2C1 (configuration not stated) | -15% | 81%[activator] | 61* | -3% | 8% | 107*
O=C(N/C(=C\c1ccccc1)C(=O)N1CCOCC1)c1ccc(Br)o1 | 6% | 10% | -2 | 17% | -13% | -14
COc1ccccc1NS(=O)(=O)c1cccc(NC(=O)Nc2cccc(Cl)c2)c1 | ? | ? | -3 | 0% | -4% | 3
COc1cccc(C2C(C#N)=C(N)OC(C(C)(C)C)=C2C#N)c1 (configuration not stated) | ? | -11% | -4 | ? | ? | 15
Cc1cc(S(=O)(=O)NCCc2ccccc2)ccc1-n1cnnn1 | -1% | 3% | -6 | 3% | 8% | 12
CCOC(=O)CN(C#N)c1nc(C)cc(C)n1 | -37% | 9% | 1 | -4% | 0% | -4
O=C(CC1N=C(Cc2ccccc2)NNC1=O)N/N=C/c1ccc([N+](=O)[O-])cc1 (configuration not stated) | 25% | -4% | 8 | 5% | · | 28
CC[n+]1c(C)cc2c(sc3ccccc32)c1C | ? | ? | 1 | -14% | ? | 2
CCOC(=O)C1CCCN(C(=O)/C=C/c2ccc(OC)cc2)C1 (configuration not stated) | 35%[activator] | 20% | 4 | 2% | 0% | 3
Cc1ccc(NC(=O)CSc2ccc(-c3ccccn3)nn2)cc1F | ? | -9% | 13 | · | 9%&11% | -7
O=C(c1cccc(F)c1)N1CCN(C(=O)c2cc3ncc(Br)cn3n2)CC1 | -16% | · | -2 | 2% | 3% | -9
N#Cc1ccsc1NC(=O)CN1CCOCC1 | 43%[activator] | 44%[activator] | -1 | -1% | -7% | -11
CCCN(CCC)CCN1C(=O)C2C(C(=O)Nc3ccc(C)cc3)C3C=CC2(O3)C1C(=O)NC1CCCCC1 (configuration not stated) | ? | ? | 13 | -9% | -22% | -4
CC(C)(C)c1nn(-c2ccccc2)c2[nH]c(=O)c(CNCc3ccco3)cc12 | ? | ? | 12 | -7% | -3% | 18
COc1cc(NS(=O)(=O)c2ccc(NC(=S)NC(=O)c3cccs3)cc2)nc(OC)n1 | -8% | 2% | 1 | 1% | 22µM* | -1
CC(C)(C)c1cnnn1-c1ccc(/C=N/Nc2ccc([N+](=O)[O-])cc2)cc1 | -61% | 12µM* | -1 | -2% | -1% | -13
CCOC(=O)/C(=N\Nc1ccc(OC)cc1)c1csc(Nc2ccccc2)n1 | 10µM* | · | 13 | -6% | -9% | 36
Cc1nnc(SCC(=O)NCc2ccc3c(c2)OCO3)[nH]c1=O | 0.26µM* | 37%[activator] | -1 | ? | -2% | 6
O=S(=O)(Nc1ccc(-c2csc(-c3ccccc3)n2)cc1)c1ccccc1 | 0.66µM* | 16% | 1 | 9% | -13% | -5
C/C(COc1ccccc1)=N\NC(=O)c1nnn(-c2nonc2N)c1CSc1ccccc1 | 2% | 12% | -2 | -9% | -3% | -4
O=c1ccc(-c2ccc(S(=O)(=O)Nc3ccc(F)cc3)s2)n[nH]1 | ? | 27% | -5 | · | -8% | 4
CC(C)C(C)(C#N)NC(=O)CSc1nc2scc(-c3ccc(F)cc3)c2c(=O)n1Cc1ccccc1 (configuration not stated) | 4.7µM* | 9.3µM* | 0 | -4% | 0% | -1
COc1ccc(CNC2CCCc3ccccc32)c(OC)c1 (configuration not stated) | ? | -12% | -3 | ? | -19% | -10
CCOC1(OCC)N=C(N)C2(C#N)C(c3ccc(NC(C)=O)cc3)C12C#N (configuration not stated) | · | ? | 8 | -18% | -4% | -6
CCC1(CC)NC(=O)N(CC(=O)OCC(=O)c2cc(C)c(C)cc2C)C1=O | 30% | ? | · | · | 2% | ·
O=C(Nc1c2c(nn1-c1ccc(F)cc1)CS(=O)(=O)C2)c1ccc(S(=O)(=O)N2CCOCC2)cc1 | -15% | 3% | -1 | 2% | 0% | -2
O=C(Nc1nc2ccccc2[nH]1)NC1CCCCC1 | 81%[activator] | 184%[activator] | 46* | 4% | -4% | 81*

Remaining list, next part
SMILES | Pf growth 96h | Pf growth 48h | Cycloheximide cs | Giardia FBPA inh | Sm TGR inh | Shiga toxin inh
CCOC(=O)c1c(-n2cnnn2)sc2c1CCCC2 | 10% | 41%[activator] | -4 | 4% | 0% | 0
O=C(Nc1ccc(Cl)cc1Cl)c1ccc2ncsc2c1 | 120%[activator] | 101%[activator] | 41* | 7% | 3% | 78*
O=C(CCc1ccccc1)NNC(=S)NC(=O)c1ccc(Cl)cc1 | · | -13% | 18 | ? | -23% | 3
CC(C)N(C)S(=O)(=O)c1ccc(NC(=O)C2=COCCO2)cc1 | 69%[activator] | 90%[activator] | · | · | 3% | ·
CC(=O)c1cccc(NCC(=O)Nc2cc(S(=O)(=O)N3CCCCC3)ccc2C)c1 | 10µM* | ? | -2 | · | 1% | -6
Cc1ccc(/C=C2/NC(=O)N(c3ccccc3)C2=O)o1 | -6% | 104%[activator] | 32* | -30% | 32µM* | 90*
CCCC(CCC(=O)Nc1ccc(C(=O)OC)cc1)C(=O)O (configuration not stated) | -3% | -30% | -5 | 1% | -1% | -3
O=C(CC1C(=O)NCCN1Cc1ccccc1C(F)(F)F)NC1CCCCCC1 (configuration not stated) | ? | -2% | -3 | -20% | 25µM* | -14
CCn1c2ccccc2c2cc(NC(=O)C(C)Oc3ccc(OC)cc3)ccc21 (configuration not stated) | 5.9µM* | ? | 1 | 0% | 3% | -3
CCCC1=C(C(=O)OCC)C(c2ccc(OC)c(CSc3ccccn3)c2)C(C#N)=C(N)O1 (configuration not stated) | ? | 9.3µM* | 5 | -8% | 32µM* | -2
O=C(COC(=O)COc1ccccc1[N+](=O)[O-])Nc1cccc(Br)c1 | 44%[activator] | 20% | 15* | -8% | 0% | -6
C=CCn1c(C)cc(C(=O)COc2ccc(C)nc2[N+](=O)[O-])c1C | 12% | 38%[activator] | 75* | -2% | -12% | 98*
CCOc1ccccc1NC(=O)COC(=O)c1cccc(-c2ccc(OC(C)=O)cc2)c1 | 9.3µM* | 9.3µM* | -4 | 0% | 2% | -10
COc1ccc2c(c1)SCC/C2=C\CN1C(=O)CCC1=O | 3% | 4% | -3 | 1% | -19% | -8
Cc1cc(Cl)ccc1Oc1ccc(C(N)=O)cc1[N+](=O)[O-] | ? | -6% | -2 | 6% | -10% | -6
Cc1ccc(S(=O)(=O)Nc2cccc(-c3ccc(N4CCCCCC4)nn3)c2)cc1 | 13% | 17% | 39* | 4% | 0% | 89*

From PubChem BioAssay
